Assay outcomes as filed in PubChem.
RGS7-Gao: modulates binding of RGS7 to human Galphao | 220,000 tested, 0.35% active | binding response (% of control), % at 10 µM | Multiplexed bead flow cytometry; actives lie on both sides; in the data active = binding response below about 49% or above about 150%; inconclusive = no clear call, values can overlap the other calls; inactive = in between;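 also: fluorescent Galphao held in activated GDP-AlF4 state binding bead-coupled RGS7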
Bcl-2 Bim block: disrupts Bim peptide binding to human Bcl-2; P10415; Bead-based flow cytometry, Bim peptide-Bcl-2 binding; inhibition, % at 10 µM; 190,000 tested, 0.06% active; in the data active = inhibition above about 40%; inconclusive = no clear call, values can overlap the other calls;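 also: 0% = no compound wells with probe peptide and 100% = reference peptide inhibitor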
Bim-Bcl-B: human Bim-Bcl-B interaction inhibition; Q9HD36; bead-based flow cytometry, Bim peptide-Bcl-B binding; inhibition, % at 10 µM; 190,000 tested, 0.073% active; AID 951;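 also: 0% = tracer peptide without compound and 100% = reference inhibitor peptide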
ABCG2 block: inhibitors of human ABCG2 transporter, ABCB1 counter-screen; inhibition, % at 6.6 µM; Q9UNQ0; IgMXP3 cells, JC-1 efflux, flow cytometry; 190,000 tested, 0.1% active;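 active = inhibition above 80%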;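 also: 0% = DMSO and 100% = nicardipine control wells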
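Incubation: cells with compound and JC-1, 10 min at 25 °C, rotating, no wash / Test system: IgMXP3 (ABCG2) plus far-red-tagged CCRF-Adr (ABCB1) cells / Compound dosing: one concentration, 6.6 µM final / Also added: JC-1 fluorescent substrate / Evaluation: efflux inhibition in percent versus controls / Detection: flow cytometry, 530 nm JC-1 signal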
RGS4-Gao reg: human RGS4-Galphao interaction regulation; Multiplexed bead flow cytometry, RGS4-Galphao binding; actives lie on both sides; binding response (% of control), % at 10 µM; 220,000 tested, 0.33% active; AID 1415; in the data active = binding response below about 49% or above about 150%; inactive = in between;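 also: fluorescent Galphao activated with aluminum fluoride binding bead-coupled RGS4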
Mcl-1 Bim block: human Bim-Mcl-1 interaction inhibition | Q07820 | Bead-based flow cytometry, Bim peptide-Mcl-1 binding | inhibition, % at 10 µM | 190,000 tested, 0.1% active | AID 1009;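 also: 0% = no compound tracer wells and 100% = peptide blocker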
RGS8-Gao reg: regulators of human RGS8-Galphao interaction; multiplexed bead flow cytometry, RGS8-Galphao binding; actives lie on both sides; 220,000 tested, 0.34% active; response (percent of control binding), % at 10 µM; AID 1423; in the data active = response below about 60% or above about 140%; inactive = in between;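 also: Galphao activated as the GDP aluminium fluoride complex binding bead-coupled RGS8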
Bcl-XL Bim block: inhibitors of Bim-Bcl-XL interaction, human; Q07817; AID 1007; inhibition, % at 10 µM; Bim peptide-Bcl-XL binding, bead flow cytometry, fluorescence; 190,000 tested, 0.04% active
Bcl-W Bim block: human Bim-Bcl-W interaction inhibition. AID 952. inhibition, % at 10 µM. Q92843. 190,000 tested, 0.02% active. bead-based flow cytometry, Bim peptide-Bcl-W binding;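 also: 0% = bound tracer without compound and 100% = peptide blocker; higher means less fluorescent Bim peptide bound to Bcl-W beads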
Bfl-1 Bim block: human Bim-Bfl-1 interaction inhibition; Bead-based flow cytometry, Bim-Bfl-1 binding inhibition; inhibition, % at 10 µM; 190,000 tested, 0.12% active; AID 1008;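 also: 0% = wells without compound plus tracer and 100% = blocker peptide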
ABCB1 inh: inhibitors of human ABCB1 transporter, ABCG2 counter-screen. CCRF-Adr cells, JC-1 efflux, flow cytometry. inhibition, % at 6.6 µM. P08183. 190,000 tested, 0.067% active; in the data active = inhibition above about 40%;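 also: 0% = vehicle and 100% = reference inhibitor; higher value means more JC-1 retained so stronger ABCB1 efflux block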
Target sequence (P08183 whole entry, looked up): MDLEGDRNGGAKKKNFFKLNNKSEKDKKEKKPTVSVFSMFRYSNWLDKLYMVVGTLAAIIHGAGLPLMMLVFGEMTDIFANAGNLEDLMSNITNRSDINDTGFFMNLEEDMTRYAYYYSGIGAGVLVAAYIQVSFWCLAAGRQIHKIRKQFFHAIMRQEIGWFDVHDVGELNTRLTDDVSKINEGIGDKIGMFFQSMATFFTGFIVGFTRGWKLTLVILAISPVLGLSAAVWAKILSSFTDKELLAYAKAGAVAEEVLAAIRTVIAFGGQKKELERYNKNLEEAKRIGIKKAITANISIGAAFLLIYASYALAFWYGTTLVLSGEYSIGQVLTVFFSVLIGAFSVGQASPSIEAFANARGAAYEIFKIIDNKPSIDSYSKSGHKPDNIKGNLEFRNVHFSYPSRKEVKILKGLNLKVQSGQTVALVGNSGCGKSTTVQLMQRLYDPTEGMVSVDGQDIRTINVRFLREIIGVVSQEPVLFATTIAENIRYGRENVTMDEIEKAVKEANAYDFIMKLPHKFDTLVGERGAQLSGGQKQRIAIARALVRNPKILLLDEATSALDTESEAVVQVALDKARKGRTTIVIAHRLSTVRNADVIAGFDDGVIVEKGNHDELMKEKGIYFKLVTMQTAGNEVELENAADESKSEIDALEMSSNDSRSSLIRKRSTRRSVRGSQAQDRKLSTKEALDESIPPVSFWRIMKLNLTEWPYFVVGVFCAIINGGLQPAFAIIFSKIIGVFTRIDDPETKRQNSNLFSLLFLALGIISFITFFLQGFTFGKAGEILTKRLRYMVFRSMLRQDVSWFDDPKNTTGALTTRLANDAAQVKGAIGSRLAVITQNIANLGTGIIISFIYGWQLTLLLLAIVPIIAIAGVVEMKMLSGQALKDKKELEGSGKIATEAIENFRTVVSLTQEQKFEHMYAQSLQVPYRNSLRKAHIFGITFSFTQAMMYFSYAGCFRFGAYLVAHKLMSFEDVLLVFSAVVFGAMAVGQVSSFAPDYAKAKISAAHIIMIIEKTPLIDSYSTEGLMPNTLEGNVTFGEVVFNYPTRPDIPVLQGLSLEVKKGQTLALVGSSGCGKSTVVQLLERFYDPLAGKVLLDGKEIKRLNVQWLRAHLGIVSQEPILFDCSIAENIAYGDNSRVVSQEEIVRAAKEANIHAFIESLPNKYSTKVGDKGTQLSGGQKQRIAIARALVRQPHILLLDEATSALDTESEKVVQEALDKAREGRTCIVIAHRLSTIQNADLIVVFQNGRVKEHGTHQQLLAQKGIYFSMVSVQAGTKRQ
Starred values were filed as active, the others as inactive. Rule as the data show it, unless noted: active = inhibition above about 40%. Hits appear at their usual frequency. Share with any hit: about 0.94%.

CC(C)c1ccc(C2C3CSCC=C3C(C#N)=C(N)C2(C#N)C#N)cc1 (stereo not drawn) was read as RGS7-Gao 108.4, Bcl-2 Bim block 0.0, Bim-Bcl-B -3.0, ABCG2 block -1.2, RGS4-Gao reg 107.1, Mcl-1 Bim block -1.0, RGS8-Gao reg 101.7, Bcl-XL Bim block -2.0, Bcl-W Bim block -1.0, Bfl-1 Bim block 1.0 and ABCB1 inh 0.0.
COc1cccc2sc(N(CCN(C)C)C(=O)/C=C/c3cccs3)nc12 was read as RGS7-Gao 90.9, Bcl-2 Bim block 1.0, Bim-Bcl-B 0.0, ABCG2 block 21.3, RGS4-Gao reg 96.0, Mcl-1 Bim block -1.0, RGS8-Gao reg 96.5, Bcl-XL Bim block -3.0, Bcl-W Bim block 1.0, Bfl-1 Bim block -2.0 and ABCB1 inh 4.9.
Screening COc1ccc(-c2csc(N3CCN(Cc4ccc5c(c4)OCO5)CC3)n2)cc1 returned RGS7-Gao 95.9, Bcl-2 Bim block -12.0, Bim-Bcl-B -14.0, ABCG2 block 3.4, RGS4-Gao reg 99.7, Mcl-1 Bim block -5.0, RGS8-Gao reg 99.5, Bcl-XL Bim block -9.0, Bcl-W Bim block -6.0, Bfl-1 Bim block -16.0 and ABCB1 inh 0.4.
COc1ccc(/C=N/NC(=O)Cn2c(Cc3ccc(OC)c(OC)c3)nc3ccccc32)cc1 was read as RGS7-Gao 108.0, Bcl-2 Bim block -2.0, Bim-Bcl-B -3.0, ABCG2 block 0.2, RGS4-Gao reg 103.3, Mcl-1 Bim block -2.0, RGS8-Gao reg 105.0, Bcl-XL Bim block -7.0, Bcl-W Bim block -4.0, Bfl-1 Bim block -3.0 and ABCB1 inh 0.6.
`COc1ccccc1NC(=O)CSc1nc(O)cc(=O)n1C` gave RGS7-Gao 96.4, Bcl-2 Bim block 1.0, Bim-Bcl-B 3.0, ABCG2 block 0.2, RGS4-Gao reg 99.3, Mcl-1 Bim block 0.0, RGS8-Gao reg 103.5, Bcl-XL Bim block 2.0, Bcl-W Bim block 0.0, Bfl-1 Bim block -1.0 and ABCB1 inh 0.1.
For COc1ccc(CCNC(=O)COc2nsnc2N2CCOCC2)cc1OC the results were RGS7-Gao 97.1, Bcl-2 Bim block 0.0, Bim-Bcl-B -1.0, ABCG2 block 2.6, RGS4-Gao reg 95.9, Mcl-1 Bim block -5.0, RGS8-Gao reg 96.5, Bcl-XL Bim block -4.0, Bcl-W Bim block -6.0, Bfl-1 Bim block 0.0 and ABCB1 inh 0.4.
`COc1ccc(-c2cc(C(F)(F)F)n3nc(C(=O)N4CCOCC4)nc3n2)cc1` gave RGS7-Gao 111.3, Bcl-2 Bim block 7.0, Bim-Bcl-B 1.0, ABCG2 block -2.3, RGS4-Gao reg 106.2, Mcl-1 Bim block 0.0, RGS8-Gao reg 99.4, Bcl-XL Bim block 1.0, Bcl-W Bim block -2.0, Bfl-1 Bim block 2.0 and ABCB1 inh -0.4.
COc1ccc(Cn2c(=O)c3c(nc(NCCO)n3C)n(C)c2=O)cc1 was read as RGS7-Gao 100.8, Bcl-2 Bim block -5.0, Bim-Bcl-B 0.0, ABCG2 block 3.0, RGS4-Gao reg 99.7, Mcl-1 Bim block 0.0, RGS8-Gao reg 98.2, Bcl-XL Bim block 0.0, Bcl-W Bim block 1.0, Bfl-1 Bim block -6.0 and ABCB1 inh 0.4.
Screening COc1ccccc1C(=O)NCC(=O)OCc1csc(-c2ccccc2)n1 returned RGS7-Gao 98.6, Bcl-2 Bim block -3.0, Bim-Bcl-B -6.0, ABCG2 block 3.5, RGS4-Gao reg 101.3, Mcl-1 Bim block -6.0, RGS8-Gao reg 102.5, Bcl-XL Bim block -5.0, Bcl-W Bim block -3.0, Bfl-1 Bim block -2.0 and ABCB1 inh -1.8.
For COc1cccc(NC(=O)Nc2cc(NC(=O)Nc3cccc(OC)c3)c(C)nc2C)c1 the results were RGS7-Gao 102.3, Bcl-2 Bim block 0.0, Bim-Bcl-B -9.0, ABCG2 block -4.4, RGS4-Gao reg 101.9, Mcl-1 Bim block -4.0, RGS8-Gao reg 102.2, Bcl-XL Bim block -7.0, Bcl-W Bim block -2.0, Bfl-1 Bim block 0.0 and ABCB1 inh -0.9.
`COC(=O)c1sccc1NC(=O)COc1ccc(Cl)cc1` gave RGS7-Gao 95.3, Bcl-2 Bim block -1.0, Bim-Bcl-B -8.0, ABCG2 block 3.4, RGS4-Gao reg 97.6, Mcl-1 Bim block -3.0, RGS8-Gao reg 99.1, Bcl-XL Bim block -7.0, Bcl-W Bim block -1.0, Bfl-1 Bim block -1.0 and ABCB1 inh -9.4.
COc1cc(CNCCc2ccc(S(N)(=O)=O)cc2)ccc1OCC(=O)N1CCCCC1 was read as RGS7-Gao 96.9, Bcl-2 Bim block -7.0, Bim-Bcl-B -9.0, ABCG2 block -2.6, RGS4-Gao reg 95.8, Mcl-1 Bim block -3.0, RGS8-Gao reg 99.7, Bcl-XL Bim block -10.0, Bcl-W Bim block -7.0, Bfl-1 Bim block -7.0 and ABCB1 inh -0.1.
Screening COc1ccc2nc(NC(=O)C3COc4ccccc4O3)sc2c1 (stereo not drawn) returned RGS7-Gao 96.4, Bcl-2 Bim block -5.0, Bim-Bcl-B -7.0, ABCG2 block 4.1, RGS4-Gao reg 98.7, Mcl-1 Bim block 1.0, RGS8-Gao reg 100.8, Bcl-XL Bim block -1.0, Bcl-W Bim block 3.0, Bfl-1 Bim block -7.0 and ABCB1 inh 0.3.
`CN(Cc1cccnc1)Cc1cn(Cc2ccccc2)nc1-c1ccc2c(c1)OCO2` gave RGS7-Gao 99.0, Bcl-2 Bim block -4.0, Bim-Bcl-B -9.0, ABCG2 block 0.9, RGS4-Gao reg 100.1, Mcl-1 Bim block -3.0, RGS8-Gao reg 100.6, Bcl-XL Bim block -6.0, Bcl-W Bim block -5.0, Bfl-1 Bim block -9.0 and ABCB1 inh 0.6.
COC(=O)C12CC3CC(C1)CC(n1cnc(Cl)n1)(C3)C2 was read as RGS7-Gao 94.8, Bcl-2 Bim block -3.0, Bim-Bcl-B -4.0, ABCG2 block 2.9, RGS4-Gao reg 95.8, Mcl-1 Bim block -10.0, RGS8-Gao reg 102.8, Bcl-XL Bim block 0.0, Bcl-W Bim block -2.0, Bfl-1 Bim block -5.0 and ABCB1 inh 1.2.
CSc1nc2nc(C(F)(F)F)cc(-c3ccccc3)n2n1 was read as RGS7-Gao 98.4, Bcl-2 Bim block -3.0, Bim-Bcl-B -4.0, ABCG2 block 3.2, RGS4-Gao reg 101.2, Mcl-1 Bim block 0.0, RGS8-Gao reg 98.7, Bcl-XL Bim block -19.0, Bcl-W Bim block 2.0, Bfl-1 Bim block -8.0 and ABCB1 inh 0.1.
For O=C(/C=C/c1ccc(F)cc1)Nc1nc2ccccc2[nH]1 the results were RGS7-Gao 93.0, Bcl-2 Bim block -4.0, Bim-Bcl-B -6.0, ABCG2 block 2.8, RGS4-Gao reg 99.3, Mcl-1 Bim block -2.0, RGS8-Gao reg 101.0, Bcl-XL Bim block -6.0, Bcl-W Bim block -2.0, Bfl-1 Bim block -9.0 and ABCB1 inh 0.2.
For CCCN1C(=O)/C(=C/C=C2\N(CC)c3ccccc3C2(C)C)SC1=S the results were RGS7-Gao 113.6, Bcl-2 Bim block -6.0, Bim-Bcl-B -24.0, ABCG2 block 46.3, RGS4-Gao reg 120.7, Mcl-1 Bim block -3.0, RGS8-Gao reg 102.1, Bcl-XL Bim block -12.0, Bcl-W Bim block 0.0, Bfl-1 Bim block -6.0 and ABCB1 inh 69.7*.
Screening Cc1ccc(NC(=O)CN(C)C(=S)NC2CC2)cc1 returned RGS7-Gao 101.1, Bcl-2 Bim block -4.0, Bim-Bcl-B -9.0, ABCG2 block 10.3, RGS4-Gao reg 100.7, Mcl-1 Bim block -1.0, RGS8-Gao reg 99.3, Bcl-XL Bim block -2.0, Bcl-W Bim block -1.0, Bfl-1 Bim block -5.0 and ABCB1 inh 0.8.
COc1cccc(/C=C(\CC(=O)O)c2nc3ccccc3s2)c1 was read as RGS7-Gao 105.4, Bcl-2 Bim block 0.0, Bim-Bcl-B -4.0, ABCG2 block 12.7, RGS4-Gao reg 103.9, Mcl-1 Bim block 0.0, RGS8-Gao reg 104.1, Bcl-XL Bim block 0.0, Bcl-W Bim block -1.0, Bfl-1 Bim block -4.0 and ABCB1 inh 0.2.
For CCCCOc1ccc(NC2=NC3(CCCC3)N=C(N)N2)cc1 the results were RGS7-Gao 106.1, Bcl-2 Bim block -14.0, Bim-Bcl-B -12.0, ABCG2 block 3.6, RGS4-Gao reg 104.9, Mcl-1 Bim block -4.0, RGS8-Gao reg 104.3, Bcl-XL Bim block -4.0, Bcl-W Bim block 0.0, Bfl-1 Bim block -12.0 and ABCB1 inh 1.0.
`CC(C)(C)NC(=O)C(c1ccncc1)N(C(=O)c1csnn1)C1CC1` (stereo not drawn) gave RGS7-Gao 99.4, Bcl-2 Bim block 0.0, Bim-Bcl-B 0.0, ABCG2 block 3.3, RGS4-Gao reg 100.6, Mcl-1 Bim block 0.0, RGS8-Gao reg 103.7, Bcl-XL Bim block 0.0, Bcl-W Bim block 0.0, Bfl-1 Bim block 0.0 and ABCB1 inh 1.2.
`Cn1cc(Cl)c(C(=O)N/N=C/c2ccc(OS(=O)(=O)c3ccccc3)cc2)n1` gave RGS7-Gao 101.5, Bcl-2 Bim block -32.0, Bim-Bcl-B -41.0, ABCG2 block 1.9, RGS4-Gao reg 101.7, Mcl-1 Bim block -34.0, RGS8-Gao reg 102.2, Bcl-XL Bim block -28.0, Bcl-W Bim block -31.0, Bfl-1 Bim block -28.0 and ABCB1 inh 0.3.
`Cn1c(SCC(=O)N2CCCC2)nnc1-c1cnccn1` gave RGS7-Gao 98.8, Bcl-2 Bim block -1.0, Bim-Bcl-B -3.0, ABCG2 block 2.2, RGS4-Gao reg 99.7, Mcl-1 Bim block 2.0, RGS8-Gao reg 105.1, Bcl-XL Bim block 1.0, Bcl-W Bim block -2.0, Bfl-1 Bim block -6.0 and ABCB1 inh 0.8.
Screening COC(=O)Nc1ccc(SCC(=O)c2ccc(Cl)cc2)cc1 returned RGS7-Gao inconclusive, Bcl-2 Bim block -2.0, Bim-Bcl-B -2.0, ABCG2 block 0.4, RGS4-Gao reg 98.7, Mcl-1 Bim block 0.0, RGS8-Gao reg 99.9, Bcl-XL Bim block 0.0, Bcl-W Bim block 1.0, Bfl-1 Bim block -4.0 and ABCB1 inh -0.4.
Screening Cc1ccc(NC(=O)COC(=O)c2ccc([N+](=O)[O-])s2)c(C)c1 returned RGS7-Gao 101.5, Bcl-2 Bim block -4.0, Bim-Bcl-B -6.0, ABCG2 block 47.4, RGS4-Gao reg 101.2, Mcl-1 Bim block -2.0, RGS8-Gao reg 101.2, Bcl-XL Bim block 0.0, Bcl-W Bim block -4.0, Bfl-1 Bim block -4.0 and ABCB1 inh 0.4.
